Bioassay records from PubChem.
OXTR potentiator: human OXTR potentiators, primary screen, fluorescence, CHO-OTR cells, Fluo-8 calcium | Oxytocin receptor (Homo sapiens), P30559 | Fluo-8 calcium fluorescence, potentiator mode; 0% = oxytocin EC15, 100% = EC100 | activation, % at 3 µM | actives 0.061% (n = 320,000) | AID 2445, 2010;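 active = activation above that plate's cutoff, the mean activation of tested compounds plus 3 SD, cut at about 6.6% in these data, passing the limit was not always enough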;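 also: 100% uses oxytocin at 75 nM as the full agonist control; some results filed as inactive read as strong as hits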
Target sequence (P30559 whole entry, looked up): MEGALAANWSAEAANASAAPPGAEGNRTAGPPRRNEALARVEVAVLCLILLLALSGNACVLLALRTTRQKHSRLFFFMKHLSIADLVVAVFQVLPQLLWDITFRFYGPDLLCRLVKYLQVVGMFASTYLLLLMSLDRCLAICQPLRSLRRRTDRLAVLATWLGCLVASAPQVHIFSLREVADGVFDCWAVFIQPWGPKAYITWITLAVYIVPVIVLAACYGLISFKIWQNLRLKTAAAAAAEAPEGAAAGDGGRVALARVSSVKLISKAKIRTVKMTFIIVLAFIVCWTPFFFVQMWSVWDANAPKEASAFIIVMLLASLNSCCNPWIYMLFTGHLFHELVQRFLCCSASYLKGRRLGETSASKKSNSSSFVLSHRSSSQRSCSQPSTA
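System: human OTR in CHO cells; Also added: sub-maximal oxytocin, roughly EC15; Timing: compound 6 min at room temperature before oxytocin, 100 s read; Technique: Fluo-8 intracellular calcium fluorescence, ex 470-495, em 515-575 nm; Controls: oxytocin EC15 low and EC100 high; Replication: singlicate.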
V1R ag counter: agonists of human V1a receptor, primary screen, counter-screen for OXTR agonist project, fluorescence, CHO-V1R cells; AID 2797, 2010; actives 0.25% (n = 320,000); Fluo-8 calcium fluorescence, agonist mode; 0% DMSO, 100% 3 nM vasopressin; Vasopressin V1a receptor (Homo sapiens), P37288; activation, % at 3 µM;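 active = activation above the mean activation of all tested compounds plus 3 SD, per screening run, cut at about 20% in these data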;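 also: signal is peak over basal fluorescence ratio across a 100 second FLIPR read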
Target sequence (P37288 whole entry, looked up): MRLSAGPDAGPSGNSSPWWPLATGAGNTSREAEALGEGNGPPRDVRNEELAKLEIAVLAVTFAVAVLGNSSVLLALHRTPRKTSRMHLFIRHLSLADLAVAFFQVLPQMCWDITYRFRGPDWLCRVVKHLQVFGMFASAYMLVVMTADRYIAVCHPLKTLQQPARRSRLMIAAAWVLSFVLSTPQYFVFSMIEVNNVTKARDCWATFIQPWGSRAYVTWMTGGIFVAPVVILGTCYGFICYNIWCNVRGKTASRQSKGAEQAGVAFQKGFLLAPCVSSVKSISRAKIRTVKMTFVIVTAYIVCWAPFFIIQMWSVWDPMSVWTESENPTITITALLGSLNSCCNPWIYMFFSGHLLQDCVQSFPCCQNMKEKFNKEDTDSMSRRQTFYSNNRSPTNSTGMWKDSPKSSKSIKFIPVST
CHRM1 agonist: human M1 muscarinic receptor agonists, primary screen, Fluo-8 calcium fluorescence, CHO-K1 cells, HTS. AID 588814, 2011. CHO-K1 hM1, agonist mode; 0% DMSO, 100% acetylcholine EC100. actives 0.33% (n = 360,000). activation, % at 3 µM;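 active = activation above the run's mean compound activation plus 3 SD, cut at about 16% in these data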;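 also: peak over basal fluorescence ratio within a 140 s kinetic read after compound addition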
TAAR1 antagonist: human TAAR1 antagonists, primary screen, Fluo-8 calcium fluorescence, CHO RD-HGA16 cells | AID 624466, 2012 | actives 1.5% (n = 360,000) | inhibition, % at 3 µM | antagonist;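 active = inhibition above a per-plate cutoff, the mean inhibition of test compounds on that plate plus 3 SD, cut at about 49% in these data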;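 also: 0% = DMSO plus EC80 beta-PEA response and 100% = DMSO alone without agonist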
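System: CHO RD-HGA16 cells bearing hTAAR1. Reagent: EC80 β-phenethylamine stimulus. Schedule: seeding 17-24 h prior, 75-min 37 °C, 30-min RT dye loading. Signal: Fluo-8 intracellular calcium dye fluorescence, real-time kinetic reads. Read-out: % inhibition from peak post-agonist over basal fluorescence ratio. Benchmarks: vehicle wells and EC80 agonist wells. Replicates: n of 1.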
OXTR ag: human OXTR agonists, primary screen, fluorescence, CHO-OTR cells, Fluo-8 calcium | Oxytocin receptor (Homo sapiens), P30559 | Fluo-8 calcium fluorescence; normalized: DMSO 0%, oxytocin 100% | activation, % at 3 µM | actives 0.32% (n = 320,000);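 active = activation above the mean of all tested compounds plus 3 SD, cutoff set per screening run, cut at about 20% in these data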;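 also: peak over basal fluorescence ratio from a 100 s FLIPR kinetic read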
CHO parental Ca: ATP-evoked calcium signal inhibitors, parental CHO, primary screen, counter-screen for OX1R antagonist project, cell-based, fluorescence, Fluo-8 calcium dye; inhibition, % at 5.6 µM; parental CHO-K1, ATP-induced calcium, Fluo-8 fluorescence; actives 0.63% (n = 330,000); AID 463079, 2010;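 active = inhibition above that plate's mean sample inhibition plus 3 SD, cut at about 26% in these data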;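 also: 0% = ATP-challenged DMSO wells and 100% = DMSO wells without ATP; some compounds past the cut are filed as inactive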
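Assay system: untransfected parental CHO cell line. Also added: ATP agonist challenge. Dosing: one dose, 5.6 µM nominal. Measured by: Fluo-8 fluorescence. Read-out: % inhibition. Benchmarks: ATP wells versus no-ATP DMSO wells. Repeats: no replicates.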
TAAR1 agonist: human TAAR1 agonists, primary screen, Fluo-8 calcium fluorescence, CHO RD-HGA16 cells | Trace amine-associated receptor 1 (Homo sapiens), Q96RJ0 | AID 624467, 2012 | actives 0.99% (n = 360,000) | activation, % at 3 µM | vehicle wells 0%, saturating PEA agonist 100%;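 active = activation above the mean activation of all test compounds in the run plus 3 SD, cut at about 38% in these data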
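Test system: RD-HGA16 (CHO) cells co-expressing Gα16 and hTAAR1; dosing: one-point dosing at 3 µM (nominal); timing: 17-24 h seeding, 75 min 37 °C dye, 30 min RT; signal: kinetic Fluo-8 calcium fluorescence; read-out basis: % activation relative to PEA EC100 response; controls: DMSO and PEA EC100; replicates: n 1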
CHRM1 antagonist: human M1 muscarinic receptor antagonists, primary screen, CHO-K1 cells, Fluo-8 calcium fluorescence, 1536-well; Muscarinic acetylcholine receptor M1 (Homo sapiens), P11229; actives 1.3% (n = 360,000); CHO-K1 hM1, ACh EC80 antagonist; inhibition, % at 3 µM;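 active = percent inhibition above its own plate's cutoff, namely the mean of that plate's compound wells plus 3 SD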;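 also: peak over basal fluorescence ratio during 140 s after agonist addition; 0% = ACh EC80 plus DMSO and 100% = DMSO alone without agonist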
CHRM1 PAM: human M1 muscarinic receptor positive allosteric modulators, primary screen, CHO-K1 cells, Fluo-8 calcium fluorescence, 1536-well; CHO-K1 hM1, ACh EC20; 0% = ACh EC20, 100% = maximal ACh; AID 588819, 2011; Muscarinic acetylcholine receptor M1 (Homo sapiens), P11229; actives 0.088% (n = 360,000); activation, % at 3 µM; in the data active = activation above about 19%, passing the limit was not always enough
* hit, by the source's call; / = no result given. This is a random part of the collection; about 3.7% have a hit in one of these screens.

SMILES | OXTR potentiator | V1R ag counter | CHRM1 agonist | TAAR1 antagonist | OXTR ag | CHO parental Ca | TAAR1 agonist | CHRM1 antagonist | CHRM1 PAM
CN(C)c1ccc(C#Cc2ccc3cc(CCCO)oc(=O)c3c2)cc1 | -5 | 0.1 | -3 | 3 | 0.7 | -3 | 11 | -1 | 2
CCCc1cc(C(=O)N2CCN(c3ccc(C(F)(F)F)cn3)CC2)sc1C | -10 | 3.0 | -10 | -10 | -0.8 | -1 | 2 | 2 | -8
O=C(O)CCN1C(=O)C2C3c4ccccc4C(c4ccccc43)[C@@H]2C1=O (some centres not stated) | -5 | 0.1 | -2 | -13 | -0.3 | -7 | 0 | -3 | 5
CNc1nc(Nc2ccccc2)nc(OCC(F)(F)F)n1 | -11 | 4.7 | -6 | -14 | -2.5 | -4 | 1 | -1 | 6
CC(C(=O)NCc1ccccc1)N1CCN(c2ccc(F)cc2)CC1 (configuration not stated) | -1 | 2.7 | -7 | -18 | -0.2 | -16 | 0 | 6 | -6
Cc1cc(S(=O)(=O)N2CCN(c3ncccn3)CC2)ccc1-n1cnnn1 | -3 | 1.4 | -2 | -21 | 1.9 | 0 | 12 | -19 | 1
COc1ccc(S(=O)(=O)N2CCN(CC(=O)Nc3ccccc3Cl)CC2)cc1 | -10 | 2.4 | 9 | 5 | 0.5 | -6 | 2 | 0 | 0
CC1CC(C)CN(CCCNC(=O)Cc2c(C(=O)O)[nH]c3ccccc23)C1 (configuration not stated) | -2 | 1.3 | -5 | 12 | 2.0 | 2 | 7 | -10 | 3
Cc1ccc(S(=O)(=O)N2CCOCC2)cc1C(=O)N1CCN(c2ncccn2)CC1 | / | / | 8 | -13 | / | / | 1 | -2 | 14
COC(c1ccccc1)c1nnc(CCC(=O)NCCc2ccc(Cl)cc2)o1 (configuration not stated) | -12 | 0.8 | -2 | -1 | -0.8 | -10 | 0 | -5 | 0
C[C@@H]1Cn2cnc(C(=O)NCC(=O)OC(C)(C)C)c2C(=O)N1 | / | / | -2 | 3 | / | / | 2 | -6 | -2
Cc1cccc(NC(=O)c2ccc3c(c2)OCCO3)c1 | / | / | -5 | -2 | / | / | 6 | -7 | 14
CNc1nc(N)c([N+](=O)[O-])c(NCCO)n1 | -5 | 0.8 | 0 | 2 | 2.1 | -14 | 3 | -6 | 10
COc1cc2ccccc2cc1C(=O)N/N=C/c1cccs1 | / | / | -1 | -13 | / | / | 1 | -15 | 12
COc1cccc(/C=N/NC(=O)C(=O)N2CCCC2)c1O | -2 | 0.1 | -1 | -16 | -1.2 | 0 | -1 | 0 | 2
O=C(c1cccc(S(=O)(=O)Nc2ccccc2Cl)c1)N1CCN(C(=O)c2ccco2)CC1 | -10 | -0.1 | -4 | 2 | -0.6 | -20 | 0 | 8 | 1
CCCCOC(=O)c1ccc(NC(=O)COC(=O)C2CSC3(C)CCC(=O)N23)cc1 (configuration not stated) | -10 | 11 | 2 | 35 | 11 | -4 | 13 | -12 | 9
Cc1c(Cl)cccc1NC(=O)CCCCCN1C(=O)CCC1=O | -2 | 1.4 | -3 | -4 | 0.4 | 2 | 3 | -20 | 6
COc1cc(C=O)ccc1OCC(=O)Nc1ccc2c(c1)OCO2 | -4 | 0.8 | -2 | -12 | 0.7 | -16 | 7 | -1 | 1
CC(=O)Nc1cccc(OCC(=O)Nc2ccccc2)c1 | -17 | 5.9 | 1 | -7 | 1.5 | 2 | 11 | -5 | 7
COc1cccc(Cl)c1NC(=O)N1CCN(c2ccnc3cc(Cl)ccc23)CC1 | -12 | 8.5 | -2 | -3 | -1.6 | -31 | 1 | 34* | -17
N#CC12COC3(CCCCC3C1(C#N)C#N)OC2=N (configuration not stated) | -9 | 0.4 | 0 | -6 | 0.3 | -3 | 3 | -12 | 4
CCS(=O)(=O)N1CCN(c2ccc(C(=O)NC3C4CC5CC(C4)CC3C5)cc2[N+](=O)[O-])CC1 (configuration not stated) | -1 | 1.0 | -4 | -26 | -0.1 | -13 | 1 | -12 | 2
O=C(COC(=O)CNC(=O)c1ccccc1)Nc1ccc(S(=O)(=O)N2CCCC2)cc1 | -1 | -0.2 | -5 | 3 | 0.1 | -3 | 2 | -6 | 3
O=C(c1ccncc1)N1CCN(S(=O)(=O)c2cccc(Cl)c2)CC1 | 5 | 0.2 | -1 | -6 | 0.3 | -8 | 1 | -6 | 9
CC(C)C[C@@H]1NC(=O)[C@H](CO)NC(=O)c2cc([N+](=O)[O-])cc(I)c2OCC[C@@H](C(N)=O)NC1=O | -3 | 0.6 | -1 | / | 0.5 | -12 | / | -2 | 9
Cc1nn(C)c(C(=O)N/N=C/c2cccnc2)c1Cl | -1 | 0.2 | -2 | -21 | 0.6 | -11 | 2 | 11 | -3
Cc1onc(-c2ccccc2)c1C(=O)N1CCN(c2ccc([N+](=O)[O-])cc2)CC1 | -6 | 0.7 | -1 | -8 | -0.6 | 2 | -1 | -5 | 7
Cc1cc(=O)[nH]c(SCC(=O)Nc2nnc(CC(C)C)s2)n1 | -8 | 0.7 | 2 | 11 | 0.3 | -10 | 6 | -32 | 1
CCOc1ccccc1NC(=O)NCc1cccnc1 | 1 | 0.9 | -6 | 3 | 0.4 | -17 | 1 | 3 | 1
Cn1cc(CN2CCC(C(O)c3cccs3)CC2)c(-c2cccc(Cl)c2)n1 (configuration not stated) | 0 | 2.1 | -3 | 3 | 7.5 | -14 | 8 | -12 | -3
COc1ccccc1-c1ccc2nnc(SCC(=O)N3CCCC3)n2n1 | -2 | -1.0 | 4 | -13 | -2.0 | -14 | 0 | 2 | 16
CCCc1nc(SCc2ccc(Cl)cc2Cl)n[nH]1 | -2 | -1.2 | -5 | -17 | -1.6 | -23 | 0 | -2 | 4
CCCCCc1nnc(NC(=O)c2ccc3nc[nH]c3c2)s1 | -1 | 0.4 | 1 | 13 | 1.1 | -11 | 21 | 1 | 7
O=C(CSc1nnnn1-c1ccccc1)Nc1ccccc1 | -15 | 0.7 | 2 | 0 | -0.4 | 0 | 0 | -30 | 20
O=C1CCCC(=O)C1=C1SCCCS1 | 0 | 0.7 | -8 | -14 | 0.7 | -3 | 0 | 2 | -2
CCCC[C@H](CN[C@@H](CNC)[C@H](C)CC)NCCC12CCC(CC1)C2 | -2 | 0.8 | -8 | -3 | 2.5 | -13 | 9 | 5 | 8
CC(C)C(=O)Nc1cccc(NC(=O)c2cc3ccccc3o2)c1 | -9 | 2.4 | -2 | 8 | 3.9 | -15 | 14 | 10 | -8
Cc1ccc(N2C(=O)[C@@H]3[C@H](C2=O)[C@H]2C=C(C(=O)c4ccccc4)C=CN2[C@@H]3C(=O)c2ccc(Cl)cc2)cc1 | -8 | -0.3 | -1 | 0 | -0.1 | -12 | -1 | -13 | 20
O=C(Nc1nccs1)c1ccc2c(c1)OCO2 | -5 | -0.1 | -6 | -2 | -0.4 | -9 | 3 | 7 | -3
CC(=O)Nc1c(I)c(C(=O)N[C@H]2C(O)O[C@H](CO)[C@@H](O)[C@@H]2O)c(I)c(N(C)C(C)=O)c1I (some centres not stated) | -3 | 1.1 | 0 | -12 | 0.1 | 4 | 1 | -23 | 2
CS(=O)(=O)N1CCC(C(=O)N2CCN(C(c3ccccc3)c3ccccc3)CC2)CC1 | 5 | -0.1 | -7 | -7 | -1.7 | -12 | 4 | 25 | -13
O=C(Nc1ccc2nc(-c3cccs3)[nH]c2c1)c1ccco1 | -1 | 0.1 | -1 | 10 | 0.3 | -10 | 3 | -7 | 5
COc1ncnc2c1ncn2CCCNCc1ccco1 | / | / | -6 | -7 | / | / | 0 | 2 | -4
COc1ccc(C(=O)NCCCNC(=O)c2ccc(C)nc2)cc1 | -1 | -0.5 | -4 | -11 | 1.0 | 4 | 1 | -2 | 2

At a glance, 3 of the compounds above.
SMILES | OXTR potentiator | V1R ag counter | CHRM1 agonist | TAAR1 antagonist | OXTR ag | CHO parental Ca | TAAR1 agonist | CHRM1 antagonist | CHRM1 PAM
CC(=O)Nc1c(I)c(C(=O)N[C@H]2C(O)O[C@H](CO)[C@@H](O)[C@@H]2O)c(I)c(N(C)C(C)=O)c1I (some centres not stated) | -3 | 1.1 | 0 | -12 | 0.1 | 4 | 1 | -23 | 2
CS(=O)(=O)N1CCC(C(=O)N2CCN(C(c3ccccc3)c3ccccc3)CC2)CC1 | 5 | -0.1 | -7 | -7 | -1.7 | -12 | 4 | 25 | -13
O=C(Nc1ccc2nc(-c3cccs3)[nH]c2c1)c1ccco1 | -1 | 0.1 | -1 | 10 | 0.3 | -10 | 3 | -7 | 5

The listing continues.
SMILES | OXTR potentiator | V1R ag counter | CHRM1 agonist | TAAR1 antagonist | OXTR ag | CHO parental Ca | TAAR1 agonist | CHRM1 antagonist | CHRM1 PAM
O=C(Nc1c(Cl)cccc1Cl)c1ccc(-c2ccccc2)cc1 | 0 | 0.5 | -9 | 6 | 0.5 | -3 | 3 | -5 | 0
CC(=O)OC[C@@H]1CN(Cc2ccccc2)C[C@H](n2ccc3c(N)ncnc32)O1 | / | / | -1 | -12 | / | / | 1 | -18 | 12
Cc1ccc(C(=O)OCC(=O)Nc2ccc3[nH]c(=O)[nH]c3c2)cc1S(=O)(=O)N1CCOCC1 | -6 | 0.6 | -2 | -20 | 0.2 | -7 | 2 | -5 | 8
COc1ccc(NS(=O)(=O)c2cc(NS(=O)(=O)c3cccs3)ccc2C)cc1 | / | / | 0 | 14 | / | / | 1 | -4 | 9
CCN(CC)CCNC(=O)c1ccc2c(c1)NC(=O)c1ccccc1S2 | / | / | -12 | -11 | / | / | 0 | 3 | 4
N#Cc1cc([N+](=O)[O-])ccc1NCC1CCCO1 (configuration not stated) | -2 | -0.5 | -1 | 5 | 0.8 | -2 | 5 | -1 | 10
COCCn1c(C)nnc1SCC(=O)NNC(=O)c1ccc(Cl)cc1 | -9 | 0.8 | -4 | 5 | 0.2 | -3 | -2 | 1 | 1
CC(=O)N/C(=C\c1ccccc1)C(=O)Nc1ccccc1C | -7 | 3.4 | -2 | 9 | 1.0 | -2 | -1 | -4 | 3
